# Rac1 GTP hydrolysis = MgcRacGAP GTPase-activating activity inhibitors, confirmation, biochemical, ADP Hunter fluorescence; MgcRacGAP-stimulated Rac1 GTP hydrolysis, ADP Hunter fluorescence; higher % means a stronger effect; GST-tagged Rac1 F28L mutant substrate; inhibition, % at 30 µM, or IC50 in µM where a hit was titrated; hit rate 0.6% among 340,000;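 active means first-screen hits whose inhibition reached a set limit at any dose in the follow-up dose series; inconclusive means inhibition above the set first-screen limit but never retested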;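 further: fluorescence reports GDP produced by GAP-driven GTP hydrolysis; strong numbers were not always called active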
# GPR35 arrestin U2OS = GPR35 antagonists blocking zaprinast-driven arrestin recruitment, primary screen, imaging, U2OS, beta-arrestin-GFP, zaprinast agonist (AID 2058); U2OS GPR35 beta-arrestin-GFP translocation imaging, zaprinast antagonism; higher % means a stronger effect; one-dose inhibition, % at 10 µM; IC50 in µM for titrated hits; hit rate 0.052% among 290,000;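 active means inhibition of at least 50% with at least 30 cells and total cytoplasm GFP at most 10,000,000; inconclusive means under 30 cells or total GFP of 10,000,000 plus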
# GPR55 LPI antagonism = GPR55 antagonists blocking LPI-driven arrestin recruitment, primary screen, imaging, U2OS, beta-arrestin-GFP, LPI agonist (AID 2013). U2OS GPR55 beta-arrestin-GFP translocation imaging, LPI antagonism; higher % means a stronger effect. inhibition, % at 10 µM; hits with a dose series show IC50 in µM. hit rate 0.13% among 290,000;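 active means spots per cell inhibited over 60%, with over 100 cells counted and total cytoplasm intensity under 500,000; inconclusive means wells with under 100 cells, flagged as likely toxic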;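 further: U2OS cells stably carrying GPR55 and arrestin-GFP stimulated by 5 µM LPI near EC80; imaged beta-arrestin-GFP aggregate spots per cell after agonist stimulation; plate controls were LPI-stimulated DMSO wells for no effect and DMSO wells without LPI for full effect; some results filed as inactive read as strong as hits; confirmed hits need IC50 under 10 µM and bright autofluorescent wells are also inconclusive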
# AID2073 = disruptors of CaV2.2 binding to Mint1 – biochemical, HTRF (AID 2073). one-dose inhibition, % at 20 µM; IC50 in µM for titrated hits. HTRF protein-protein interaction, Mint1-CaV2.2; higher % means a stronger effect. hit rate 0.19% among 290,000; in the data active means inhibition mostly above about 51%, no sharp cut-off; inconclusive means no clear call, values can overlap the other calls; inactive means mostly below about 53%; further: some results filed as inactive read as strong as hits
# SV40 large T antigen = TAg ATPase/helicase activity blockers – biochemical (AID 1903) | SV40 large T antigen ATPase/helicase inhibition assay; higher % means a stronger effect | one-dose inhibition, % at 20 µM; IC50 in µM for titrated hits | hit rate 0.39% among 310,000; in the data active means a potency from the dose series; inconclusive means inhibition mostly from about 32% at the one dose, without a potency; inactive means the rest, 99 in 100 with inhibition below about 32%; further: strong numbers were not always called active
# NS5 inhibitors = Dengue-2 NS5 methyltransferase inhibitors, primary screen, biochemical, confirmation dose response (AID 588689); Dengue-2 NS5 methyltransferase capping enzyme assay, biochemical; higher % means a stronger effect; one-dose inhibition, % at 25 µM; IC50 in µM for titrated hits; hit rate 0.3% among 340,000; in the data active means a potency from the dose series; inconclusive means inhibition above about 29% without an active follow-up result
# GPR55 activation = selective activators of receptor GPR55 – imaging, U2OS cells, beta-arrestin-GFP redistribution, primary screen (AID 1961). U2OS GPR55 beta-arrestin-GFP redistribution imaging; higher % means a stronger effect. activation, % at 10 µM, or EC50 in µM where a hit was titrated. hit rate 0.048% among 290,000;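 active means activation above 40% with more than 50 cells counted in the well; inconclusive means wells holding fewer than 50 cells, flagged as toxic or sparse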;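 further: U2OS osteosarcoma cells stably expressing GPR55 and beta-arrestin-GFP; plate controls were DMSO negative control for no effect and LPI positive control for full effect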
# NTR1 ag = agonists of NTR1, primary screen, imaging, U2OS cells, beta-arrestin-GFP, high content (AID 493036). hit rate 0.17% among 330,000. NTR1-U2OS beta-arrestin-GFP spot imaging, agonist mode. activation, % at 20 µM;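 active means activation at or above 40% of the spot to cytoplasm intensity ratio, with at least 20 cells analyzed; inconclusive means wells under 20 cells, flagged as cytotoxic or low count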;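 further: 0% = DMSO without peptide and 100% = 100 nM NTR1 peptide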
# Target sequence (P30989 whole entry, looked up): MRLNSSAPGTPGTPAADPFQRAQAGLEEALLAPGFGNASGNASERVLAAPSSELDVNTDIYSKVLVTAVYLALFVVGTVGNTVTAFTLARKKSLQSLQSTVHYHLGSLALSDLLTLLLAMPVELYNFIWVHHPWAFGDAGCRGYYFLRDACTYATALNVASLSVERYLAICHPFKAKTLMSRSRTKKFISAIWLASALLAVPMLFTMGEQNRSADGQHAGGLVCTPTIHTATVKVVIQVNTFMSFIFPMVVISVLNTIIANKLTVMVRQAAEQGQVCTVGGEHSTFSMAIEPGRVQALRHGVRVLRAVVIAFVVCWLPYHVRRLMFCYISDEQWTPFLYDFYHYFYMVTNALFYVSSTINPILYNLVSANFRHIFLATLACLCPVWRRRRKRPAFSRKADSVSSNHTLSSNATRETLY
# Yfh1-depleted yeast = mitochondrial function rescue without frataxin homolog – Friedreich's ataxia, plus single-dose screen, dose response (AID 1465). one-dose fold induction at 50 µM; EC50 in µM for titrated hits. hit rate 0.074% among 220,000. S. cerevisiae Yfh1-off respiration, WST-1 reduction, 72 h; higher fold induction means a stronger effect;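 active means fold induction of absorbance versus untreated yeast above a set limit, then at least 30% activation at any dose in follow-up; inconclusive means repeats straddling the limit, or above it without dose testing; inactive means fold induction below the set limit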;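 further: activators that raise dye reduction in frataxin-depleted yeast; strong numbers were not always called active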
# NTR1 ag cell count 20 µM = further read-out of NTR1 ag, marked with its call; cell count; measured here: cell count, cytotoxicity flag
# NS5 inhibitors pilot replicate = also measured in NS5 inhibitors; calls as there; inhibition, %; measured here: pilot screen replicate inhibition
# Numbers without * were called inactive; i = inactive; ? = inconclusive; / = not tested or not shown.
SMILES,Rac1 GTP hydrolysis,GPR35 arrestin U2OS,GPR55 LPI antagonism,AID2073,SV40 large T antigen,NS5 inhibitors,GPR55 activation,NTR1 ag,NTR1 ag cell count 20 µM,Yfh1-depleted yeast,others
OCC[C@@H]1C[C@@H](O)[C@H](O)[C@]2(CCCO2)O1,0.2%,/,/,/,7.4%,1.4%,/,-1.6,51,i,
COc1ccc(S(=O)(=O)N(C)CC(=O)Nc2ccccc2SC)cc1Cl,-0.7%,16.4%,3.8%,-1.9%,0.3%,-6.9%,-0.4%,1.0,43,i,
CCS(=O)(=O)N1CCC(NC(=O)C(Cc2cccc(OC)c2OC)NC(C)=O)CC1 (stereo unspecified),-8.7%,2.8%,-2.5%,10.6%,/,-5.3%,-0.1%,0.0,46,/,NS5 inhibitors pilot replicate=1.5
Cn1c(=O)c2c(nc(OCc3cccnc3)n2Cc2c(F)cccc2Cl)n(C)c1=O,-5.9%,-11.7%,-0.9%,-8.3%,-0.5%,-1.6%,-0.1%,2.2,43,i,
CCOC(=O)N1CCC(NC(=O)C2CCN(C(=O)N3CC(C)Oc4ccc(C)cc43)CC2)CC1 (stereo unspecified),6.5%,-14.2%,-2.9%,9.9%,8.7%,-5.7%,-0.2%,-1.2,85,i,
CCCCCn1c(SCC(=O)OC)nc2c1c(=O)[nH]c(=O)n2C,6.6%,-4.1%,-2.4%,-4.7%,4.8%,-4.8%,-0.1%,4.4,66,i,
Cc1[nH]n(-c2ccccc2)c(=O)c1/C=N/N1C(=O)c2cccc3cccc(c23)C1=O,1.2%,-6.5%,4.3%,-4.8%,16.5%,2.2%,-0.1%,4.4,44,i,
N/C(=N\OC(=O)C1CCCCC1)c1cccc(Br)c1,0.6%,16.3%,1.4%,35.5%,2.9%,-4.5%,-0.1%,2.0,63,/,
Cc1ccc(-n2nnnc2SCC(=O)Nc2nc(-c3ccc(F)cc3)cs2)cc1C,5.0%,-14.8%,-1.4%,30.3%,-0.4%,-2.8%,-0.1%,1.2,50,i,
CCNS(=O)(=O)c1cc(-c2nnc(OC)c3ccccc23)ccc1C,7.2%,4.3%,7.2%,-2.7%,8.8%,0.0%,-0.2%,0.1,70,/,
Cc1nnc(NC(=O)c2ccc(S(=O)(=O)N3CC(C)OC(C)C3)cc2)o1 (stereo unspecified),3.6%,4.2%,5.8%,7.9%,-1.1%,-7.1%,0.3%,-0.4,79,/,
COc1cc([C@@H]2CC=C(C(=O)O)[C@H](c3ccc(Cl)cc3)N2S(=O)(=O)c2ccc(C)cc2)cc(OC)c1OC,-1.6%,/,/,/,13.7%,-9.6%,/,1.5,109,/,
CN1C(=O)/C(=C/c2ccco2)SC1=Nc1cccc(C(=O)O)c1,26.1%,-10.4%,9.7%,73.8%,35.5%,-11.1%,0.2%,-1.1,89,i,
O=C(NC1CCCCCC1)c1ccc(CN2CCOCC2)cc1,13.3%,-5.0%,7.6%,-4.0%,1.0%,-4.8%,-0.1%,0.6,49,/,
CCn1ncc([C@@H]2C[C@H]3CN(Cc4ccccc4C)C(=O)[C@]34CCCN24)c1C,7.4%,0.3%,7.7%,-1.9%,-0.4%,-18.8%,0.2%,-0.9,88,i,
O=C(Cn1cc([N+](=O)[O-])cn1)NCC1CCCO1 (stereo unspecified),5.3%,-19.4%,4.9%,2.9%,17.1%,0.0%,-0.1%,-0.2,56,i,
COc1cc(CN2CCC(C(=O)NC3CCCC3)CC2)cc(Br)c1O,127µM*,10.3%,3.0%,-6.1%,30.9%,-2.7%,-0.2%,-0.4,92,i,NS5 inhibitors pilot replicate=-0.3
O=C(O)c1ccc(S(=O)(=O)c2ccc3c(c2)C(=O)N(NC(=O)c2ccc(O)cc2)C3=O)cc1,8.0%,0.5%,-3.5%,-2.0%,8.8%,4.4%,-0.1%,0.3,90,i,
O=C(Nc1ccccc1C(F)(F)F)c1cnccn1,6.9%,16.4%,5.2%,3.0%,3.0%,2.7%,-0.1%,-1.5,70,/,
CC(=O)N1CCc2ccc(S(=O)(=O)N3CC(C)OC(C)C3)cc21 (stereo unspecified),-1.4%,-4.0%,-14.5%,2.7%,5.1%,-3.7%,0.1%,0.1,51,i,
CCOc1cccc(/C=N/NC(=S)NCCN2CCOCC2)c1O,12.9%,-0.3%,7.8%,15.4%,17.5%,3.2%,1.1%,1.6,57,i,
CCCCn1c(CN2CCN(c3ccccc3)CC2)nc2c1c(=O)n(C)c(=O)n2C,8.8%,11.4%,-7.8%,-8.8%,5.9%,-2.1%,-0.3%,6.8,59,i,
Brc1ccc(C2Nc3cccc4cccc(c34)N2)o1,-0.4%,9.1%,-12.2%,?,26.3%,-1.4%,0.3%,1.0,46,i,
CC(=O)Nc1ccc(SCC(=O)OCC(=O)NC(=O)NC2CCCC2)cc1,3.2%,4.8%,0.5%,-0.5%,0.3%,-8.8%,-0.5%,-0.5,33,i,
CCOC(=O)c1cccc(C(=O)Oc2ccccc2)n1,6.3%,2.1%,14.3%,-0.7%,4.6%,-7.7%,0.6%,0.4,50,i,
Cc1nc2scc(-c3ccc(C(C)C)cc3)c2c(=O)n1N,/,9.3%,0.7%,-14.6%,3.7%,/,0.8%,6.4,87,i,
O=c1ccc(-c2ccccc2)nn1Cc1ccc(F)cc1,-5.9%,3.3%,8.2%,-2.0%,3.5%,-11.9%,-0.1%,1.9,56,/,
CCCN(Cc1ccccc1)C(=S)Nc1ccc(C(C)=O)cc1,-1.4%,7.0%,11.5%,-12.0%,9.7%,-10.6%,0.3%,-0.9,62,i,
CC1=NN(c2ccccc2)C(=O)/C1=C\c1ccc(Br)s1,14.2%,5.7%,15.5%,11.2%,-0.8%,-0.9%,0.2%,-1.1,88,i,
Cc1nn(Cc2ccccc2)c(Cl)c1C(=O)OC1CCOC1=O (stereo unspecified),7.7%,16.0%,11.0%,-4.5%,3.8%,2.0%,0.5%,11.7,46,i,
O=S1(=O)CCN(OCc2ccc(Cl)cc2)CC1,4.5%,12.3%,-16.4%,7.3%,0.3%,-9.9%,-0.2%,1.9,39,i,
CCOC(=O)c1cnn(-c2ccc(F)cc2)c1N,8.3%,-7.5%,-2.0%,-9.1%,-3.1%,-6.4%,1.5%,0.2,89,i,
CCc1c(C)nc(SCC(=O)N2CCCCC2CC)[nH]c1=O (stereo unspecified),11.5%,-4.8%,3.9%,7.3%,3.6%,-10.9%,-0.1%,2.2,84,i,
S=C1CCC(c2ccc(Br)cc2)=NN1c1ccccc1,6.9%,0.9%,0.8%,-9.3%,16.0%,-0.8%,-0.1%,4.9,42,i,
CC1(C)CCN(Cc2ccccc2)C1CC#N (stereo unspecified),4.4%,-18.0%,-6.1%,-0.7%,20.6%,-0.8%,-0.3%,-0.8,69,i,
COc1ccc(C(=O)Nc2cccnc2Cl)cc1OC,7.1%,-9.9%,3.0%,-5.8%,13.1%,-1.5%,-0.3%,-2.1,57,/,
CCn1cc(C(=O)OCC(=O)Nc2ccc(S(=O)(=O)N3CCCC3)cc2)c(=O)c2ccc(C)nc21,-1.4%,-3.1%,3.8%,8.2%,17.9%,-6.4%,0.2%,5.2,84,i,
COc1ccc(C(=O)NNC(=O)c2cc3cccc(OC)c3oc2=O)cc1,-0.6%,-16.5%,1.5%,?,11.3%,-1.5%,-0.2%,0.0,38,i,
CCC1CCCCN1C(=O)CSc1nnc(CNC(=O)COc2ccc(Cl)cc2)o1 (stereo unspecified),4.1%,0.5%,11.1%,1.5%,-7.3%,-2.4%,-0.1%,-0.9,93,i,
O=C(COC(=O)Cc1cn2ccsc2n1)Nc1nc2ccccc2s1,3.4%,2.8%,1.7%,0.1%,1.1%,-13.2%,-0.3%,-2.2,52,i,
COc1ccc(NC(=O)CSc2nnc(Cc3ccccc3)c(=O)n2N)cc1,4.6%,/,/,/,25.0%,-3.7%,/,-0.8,55,/,
COc1cc(OC)c(C(=O)/C=C/c2ccccc2)c(O)c1O,5.8%,5.2%,8.2%,8.8%,4.2%,6.5%,2.7%,7.8,96,i,
O=C(CC1SC(=Nc2ccccc2)N(CCc2ccccn2)C1=O)Nc1ccc(F)cc1 (stereo unspecified),3.6%,4.6%,2.3%,3.1%,2.1%,5.5%,-0.2%,0.4,98,i,
O=c1c(C/C=C/c2ccccc2)c(O)nc2n1CCCS2,7.9%,17.8%,12.8%,-3.6%,14.0%,0.0%,-0.2%,-0.9,84,i,
Nc1ccc2nc3c(=O)[nH]c(=S)[nH]c3nc2c1,30.4%,9.7%,-22.4%,?,?,?,0.2%,0.3,62,/,
O=C(Nc1ccc([N+](=O)[O-])cc1)c1ccccc1F,-3.7%,-3.6%,14.4%,1.5%,27.1%,-2.7%,1.6%,0.5,102,i,
COc1ccc(CCNS(=O)(=O)c2cc3c4c(c2)CCN4C(=O)CC3)cc1,6.3%,/,/,/,7.0%,-11.5%,/,-0.3,64,/,
COCCNC(=O)Cn1cc2c(n1)CCC(C)C2 (stereo unspecified),6.5%,5.6%,6.0%,-1.5%,9.2%,-5.1%,0.3%,-3.2,64,i,
COc1ccc(-c2nn(-c3ccccc3)cc2/C=C\C(=O)N2CCOCC2)cc1[N+](=O)[O-],5.9%,-4.6%,-3.0%,13.1%,3.6%,-6.4%,-0.1%,-0.8,99,i,
O=S(=O)(Nc1ccc(Br)cc1)c1cccc2cccnc12,7.3%,-2.4%,6.2%,2.5%,11.5%,0.0%,0.2%,0.0,96,/,
COc1cccc(C(=O)C2CCCN(CC3=Cc4cc(OC)ccc4OC3)C2)c1 (stereo unspecified),2.5%,10.9%,-1.2%,-2.2%,0.6%,-1.8%,-0.3%,-0.1,76,i,
O=C(Nc1nncs1)c1ccc(S(=O)(=O)c2ccccc2)cc1,1.9%,-7.2%,-13.4%,-3.5%,3.0%,2.4%,-0.3%,-0.4,79,i,
CC12CCC(C(=O)O)(c3nc(C#N)c(C#N)nc31)C2(C)C (stereo unspecified),-4.2%,-7.9%,0.5%,7.1%,14.2%,-9.7%,0.0%,0.4,78,i,
CN(C)c1ccc(-n2cccc2)cc1,13.3%,-2.4%,2.9%,-40.8%,6.7%,4.6%,-0.1%,0.3,54,i,

# Screens deposited in PubChem BioAssay by several laboratories.
